# Screening data (PubChem)
# MLL CXXC-DNA inh = qHTS Fluorescence Polarization Assay for Inhibitors of MLL CXXC domain - DNA interaction | Histone-lysine N-methyltransferase 2A (Homo sapiens), Q03164 | MLL-CXXC / FITC-HOXA9 DNA fluorescence polarization | Potency, µM (top dose mostly 115 µM), inactives show at the top dose activity change, negative = inhibition, most hits filed as inhibitors | 290,000 compounds, 0.037% hits | AID 2662, 2010; active = well fitted inhibition curve with a large enough effect in the polarisation, with a control signal flat, not every such curve was filed as active; inconclusive = small, poorly fitted or top-dose-only effect, or effect the other way, or a change in a side signal; inactive = no such curve, though single readings can be large or run the other way; the % refers to the polarisation
#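 Steps: dispense CXXC domain solution (7 uM) → pin compounds or unlabeled HOX-A9 DNA control → 5 min ambient → add FLSN-HOX-A9 solution (50 nM) → spin → 30 min ambient → fluorescence polarization. Tris pH 7.5/NaCl/DTT/BSA buffer.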
# RORg inh = qHTS for inhibitors of ROR gamma transcriptional activity | Nuclear receptor ROR-gamma (Mus musculus), P51450 | Drosophila S2 Gal4-RORgamma UAS-luciferase reporter, 20 h | Potency, µM (doses to about 53.6 µM), for the others: at the top dose activity change, negative = inhibition, hits mostly inhibitors | 310,000 compounds, 5.4% hits | AID 2551, 2010; also: % is scaled to controls: 0 for no effect and ±100 for the full control effect; nearly all actives have a fitted effect of over 60% in size
#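 Read-out: Photinus luciferase luminescence; inhibitors lower reporter signal. Insect Schneider cells with Gal4-ROR gamma fusion under metallothionein promoter, UAS reporter; 700 uM final copper sulfate induction, 20 hr, ambient temperature.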
# NPC1 promoter act = qHTS Assay for NPC1 Promoter Activators; Huh7 NPC1 promoter luciferase reporter, 24 h; Potency, µM (doses to about 9.22 µM), for inactives: at the highest dose activation, usual class: activators; 320,000 compounds, 2.4% hits; AID 485313, 2010;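 also: % of control where 0% means no effect; nearly all actives have a fitted effect of over 60% in size; reporter is driven by a mutant NPC1 promoter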
#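 Huh7 reporter cells (NPC1 promoter driving luciferase) are dosed with compound for 24 h at 37 °C, 5% CO2; luciferase detection reagent is then added and luminescence measured after 10 min at ambient temperature.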
# p53 reactivator = qHTS assay for re-activators of p53 using a Luc reporter; H1299 p53-A138V BP100-luciferase reporter, luminescence, 24 h; 320,000 compounds, 0.063% hits; Potency, µM (doses to about 92.2 µM), for inactives: top-dose activity change, positive = activation, usual class: activators; also: % of control where 0% means no effect; nearly all actives have a fitted effect of over 45% in size
#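 H1299 (p53-null), stable ts p53-A138V + BP100-Luc; 1000 cells/well, Opti-MEM/10% FBS; cpd 4 pt, 1:5; 24 h, 37 deg C, 5% CO2; detection reagent 10 min RT; luminescence.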
# VP16 counter = VP16 counterscreen qHTS for inhibitors of ROR gamma transcriptional activity; Drosophila S2 Gal4-VP16 UAS-luciferase, luminescence, 20 h; AID 2546, 2010; 310,000 compounds, 3.5% hits; Potency, µM (highest dose often 53.6 µM), without a hit: top-dose activity, negative = inhibition, hits mostly inhibitors;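 also: Gal4-VP16 expression switched on by copper sulfate through the metallothionein promoter; % is scaled to controls: 0 for no effect and ±100 for the full control effect; nearly all actives have a fitted effect of over 50% in size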
# FLuc counter = qHTS profiling assay for firefly luciferase inhibitor/activator using purifed enzyme and Km concentrations of substrates (counterscreen for miR-21 project); Luciferin 4-monooxygenase (Photinus pyralis), P08659; Potency, µM (titrated, usually from 57.5 µM), for inactives: at the top dose activity change, negative = inhibition, hits mostly inhibitors; purified FLuc, Km substrates, luminescence inhibition; 360,000 compounds, 6.9% hits;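 also: plate controls were vehicle for no effect and reference inhibitor for full effect; nearly all actives have a fitted effect of over 55% in size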
# Target sequence (P08659 whole entry, looked up): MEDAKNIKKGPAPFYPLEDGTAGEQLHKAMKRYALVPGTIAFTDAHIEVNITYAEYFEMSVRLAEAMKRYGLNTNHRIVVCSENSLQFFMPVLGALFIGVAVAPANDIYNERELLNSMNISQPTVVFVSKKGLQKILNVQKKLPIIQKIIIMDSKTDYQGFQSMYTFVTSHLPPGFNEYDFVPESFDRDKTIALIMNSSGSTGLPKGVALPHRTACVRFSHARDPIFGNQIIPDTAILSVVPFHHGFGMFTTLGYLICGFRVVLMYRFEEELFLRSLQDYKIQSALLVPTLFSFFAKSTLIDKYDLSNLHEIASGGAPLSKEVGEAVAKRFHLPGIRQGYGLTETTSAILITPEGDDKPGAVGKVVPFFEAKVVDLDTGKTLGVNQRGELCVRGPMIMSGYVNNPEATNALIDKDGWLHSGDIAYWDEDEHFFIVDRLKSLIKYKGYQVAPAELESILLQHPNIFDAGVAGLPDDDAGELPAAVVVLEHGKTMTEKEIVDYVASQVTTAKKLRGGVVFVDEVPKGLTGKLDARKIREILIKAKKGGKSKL
#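 Biochemical qHTS of compounds, final roughly 60 µM downward over six points, against 10 nM purified firefly luciferase using Km concentrations of substrates (10 uM D-luciferin, 10 uM ATP) in Tris acetate pH 7.5 buffer; luminescence output.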
# BRCA1 expr up = qHTS Assay to Identify Small Molecule Activators of BRCA1 Expression. MCF7-BRCA1-FFLuc reporter, luminescence, 48 h; response scale: scaled: vehicle 0%, 10 µM genistein 100%. Potency, µM (series often up to 46.1 µM), for inactives: at the top dose activation, hits mostly activators. 380,000 compounds, 1.1% hits. AID 624202, 2012; also: nearly all actives have a fitted effect of over 80% in size; some results filed as inactive show a strong effect at the top dose
#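 Cells: MCF7-BRCA1-FFLuc, 2000/well. Exposure: 48 h, 37 °C, 5% CO2. Read: luminescence, 15 min post-substrate. Controls: genistein 10 microM (maximal activation), DMSO (neutral).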
# MBNL1 CUG block = qHTS Assay for Inhibitors of MBNL1-poly(CUG) RNA binding | Muscleblind-like protein 1 (Homo sapiens), Q9NR56 | TR-FRET MBNL1-His/biotin-(CUG)12 binding, 665/545 ratio | Potency, µM (titrated, usually from 57.5 µM), inactives show at the top dose activity change, negative = inhibition, hits mostly inhibitors | 280,000 compounds, 0.036% hits; active = well fitted inhibition curve with a large enough effect in the signal ratio, with a control signal flat, not every such curve was filed as active; inconclusive = small, poorly fitted or top-dose-only effect, or effect the other way, or a change in a side signal; inactive = no such curve, though single readings can be large or run the other way; the % refers to the signal ratio; also: % is scaled to controls: 0 for no effect and ±100 for the full control effect
# Target sequence (Q9NR56 whole entry, looked up): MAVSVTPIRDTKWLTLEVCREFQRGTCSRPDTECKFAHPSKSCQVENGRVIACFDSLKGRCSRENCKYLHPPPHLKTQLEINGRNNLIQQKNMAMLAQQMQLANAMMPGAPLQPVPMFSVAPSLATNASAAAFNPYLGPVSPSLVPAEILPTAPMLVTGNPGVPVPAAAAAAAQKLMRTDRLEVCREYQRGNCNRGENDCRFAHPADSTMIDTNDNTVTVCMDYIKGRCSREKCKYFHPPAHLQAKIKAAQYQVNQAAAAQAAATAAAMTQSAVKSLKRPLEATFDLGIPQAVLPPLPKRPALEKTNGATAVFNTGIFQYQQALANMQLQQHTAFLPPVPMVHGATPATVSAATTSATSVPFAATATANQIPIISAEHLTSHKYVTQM
#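 TR-FRET between His-tagged MBNL1 and biotin-(CUG)12 RNA, detected with Tb anti-His antibody (0.055 ng/ul) and streptavidin-XL665 (5 nM), 60 min at room temperature. Compounds titrated 92 nM to 58 uM; 665/545 nm ratio normalized to buffer and complex controls.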
# Rab9 prom act = qHTS Assay for Rab9 Promoter Activators | Huh7 Rab9 promoter-luciferase reporter, luminescence, 24 h | Potency, µM (series often up to 9.22 µM), without a hit: at the top dose activation, negative = inhibition, usual class: activators | 320,000 compounds, 2.8% hits; also: % of control where 0% means no effect; nearly all actives have a fitted effect of over 60% in size
#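 Huh7 cells stably carrying Rab9 promoter–luciferase reporter, plated 1500 cells/well, compound added after 2 h and incubated 24 h at 37 °C; luciferase luminescence then read after 10 min with detection reagent.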
# ELG1 genotox = qHTS screen for small molecules that induce genotoxicity in human embryonic kidney (HEK293T) cells expressing luciferase-tagged ELG1; HEK293T ELG1-luciferase reporter, luminescence, 16 h; Potency, µM (doses to about 46 µM), without a hit: at the highest dose activity change, positive = activation, actives largely listed as activators; 330,000 compounds, 1.3% hits; AID 504466, 2011; also: % of control where 0% means no effect; nearly all actives have a fitted effect of over 60% in size
#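 Step 1: seed 2,000 HEK293T ELG1-luciferase cells per well. Step 2: add compound or DMSO, incubate 16 hr at 37 °C. Step 3: ONE-Glo, 30 min at room temperature, read luminescence.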
# uPA surface inh = qHTS for Inhibitors of Cell Surface uPA Generation; cell surface uPA generation assay, qHTS; 330,000 compounds, 0.31% hits; AID 540303, 2011; Potency, µM (series often up to 38.3 µM), for the others: at the top dose activity change, negative = inhibition, usual class: inhibitors; active = well fitted inhibition curve with a large enough effect; inconclusive = small, poorly fitted or top-dose-only effect; inactive = no such curve, though single readings can be large or run the other way; tested in mouse RAW 264.7 cells; also: % is scaled to controls: 0 for no effect and ±100 for the full control effect; nearly all actives have a fitted effect of over 55% in size
# * hit, by the source's call; ? = inconclusive; . = no result given; [ ] = dose if it differs, or a comment. Unless noted, calls follow the shape of the dose curve; as a rule, active = well fitted curve in the direction sought with a large enough effect; inconclusive = small, poorly fitted or top-dose-only effect, or another doubt; inactive = no such curve, though single readings can be large; an effect the other way counts as inactive or inconclusive. Potency is read from the fitted curve at half-maximal effect. These rows are one share of the data (hit frequency here may not be typical).
compound	MLL CXXC-DNA inh	RORg inh	NPC1 promoter act	p53 reactivator	VP16 counter	FLuc counter	BRCA1 expr up	MBNL1 CUG block	Rab9 prom act	ELG1 genotox	uPA surface inh
Cc1nc2c(C)cccn2c1/C(O)=C1\C(=O)C(=O)N(CCN(C)C)C1c1ccco1 (stereo not drawn)	3%	3%	-6%	1%	-3%	2%	-10%	.	-4%	-5%	1%
CC(C)=C1Cc2ccccc2C1=O	20%	3%	-4%	-3%	-3%	-19%	3%	.	0%	-7%	-4%
Cc1ccc(NC(=O)CN2CCC(NC(=O)c3cccc(F)c3)CC2)cc1C	3%	-25%	-4%	-13%	6%	5%	-16%	-8%	-2%	-10%	-21%
CCn1ncc(/C=N\NC(=O)c2cc(-c3ccc(C)cc3C)nc3ccccc23)c1C	-13%	?	0%	-5%	?	?	-62%	2%	-4%	-3%	-13%
CC1CN(Cc2cc(=O)[nH]c(C3CC3)n2)CC(C)O1 (stereo not drawn)	-3%	-14%	-4%	0%	?	6%	1%	-14%	9%	-3%	1%
CCc1cccc(C)c1NC(=O)COC(=O)CC1CCCC1	.	.	-5%	-1%	.	0%	24%	.	1%	7%	1%
CC1(C(=O)O)CCC(C(=O)Nc2ccc(F)cc2)C1(C)C (stereo not drawn)	-18%	-44%	0%	.	2%	0%	-2%	-3%	4%	2%	1%
NC(=S)Nc1cccc(-c2n[nH]c(=S)o2)c1	17%	19%	-7%	1%	-1%	-19%	-1%	17%	-3%	-1%	-2%
CC(=O)C(/C=N/c1ncc(C(F)(F)F)cc1Cl)=C(\C)O	6%	2%	0%	7%	16%	1%	-1%	.	-2%	3%	12%
O=C(/C=C/c1cc2c(cc1Br)OCO2)NCc1ccc(F)cc1	3%	-37%	1%	4%	?	-2%	-3%	-8%	-14%	-1%	-7%
COc1cccc(OCCNc2cc(Cl)ccc2[N+](=O)[O-])c1	-4%	9%	14%	17%	-5%[0.365 µM]	?	80%	17%	18%	?	-28%
O=C(NCCN1CCOCC1)c1ccc(=O)n(Cc2ccc(Cl)cc2)c1	0%	4%	-2%	-3%	1%	0%	-19%	7%	-2%	3%	2%
CCCCCc1nc2sc3c(c2c(=O)n1N)CCC3	-2%	39%	-3%	15%	5%	5%	21%	9%	-2%	0%	5%
CC1Cc2ccccc2N1CC(=O)Nc1ccc2c(c1)OCCCO2 (stereo not drawn)	.	.	0%	-2%	.	-16%	-17%	.	19%	1%	-10%
CC(C)(C)n1ncc2c(=O)n(CC(=O)c3ccc(Cl)cc3)cnc21	?	12%	2.8µM*	?	4%	7.6µM*	2.2µM*	-20%	3.2µM*	18%	0%
C1=C(c2ccccc2)CCN(c2ncnc3nc[nH]c23)C1	-9%	-26%	-1%	4%	?	-18%	0%	17%	4%	0%	?
Cc1cc(NC(=O)c2ccc(C)s2)n(-c2nc3ccccc3[nH]2)n1	-16%	5%	-6%	2%	-9%	?	0%	-12%	-3%	15%	0%
C=CCOC(=O)C1=C(C)NC(C)=C(C(=O)OCC=C)C1c1ccc(C)o1	-7%	?	-6%	-7%	?	-1%	-46%	-11%	-4%	-5%	12%
CC(C)CCNC(=O)C1c2ccccc2Oc2ccccc21	12%	8%	0%	?	12%	0%	-36%	-4%	-3%	-1%	-4%
Cc1csc(NC(=O)c2ccco2)n1	1%	-34%[0.365 µM]	1%	-6%	.	-2%	86%	8%	3%	-1%	5%
Cc1cccc(NC(=S)N(CCc2ccncc2)C(C)C)c1C	5%	?	0%	5%	1%	-3%	-28%	-13%	1%	-1%	-3%
COc1ccc2c(CC(=O)N[C@@H](Cc3c[nH]c4ccccc34)C(=O)O)cc(=O)oc2c1	6%	0%	0%	-2%	-12%	0%	-24%	10%	-5%	0%	4%
COc1cc(O)c(NC(C)=O)c2nonc12	7%	-7%	2%	-3%	4%	6%	1%	7%	-5%	2%	6%
O=C(CCl)N(Cc1cc(=O)[nH]c2ccccc12)c1ccccc1	-10%	?	-17%	-17%	?	0%	-86%	41%[activator]	-25%	-18%	?
CSCCC(NC(=O)c1ccco1)C(=O)NCCc1ccc(F)cc1 (stereo not drawn)	.	.	1%	2%	.	-3%	-30%	.	9%	0%	-2%
CCO/N=C(/C)c1c(O)cc(-c2ccccc2)n(-c2ccccc2)c1=O	5%	25%	-3%	22%	-15%	3%	-5%	7%	-1%	6%	-1%
Nn1c(SCc2cccc3ccccc23)nnc1-c1ccco1	5%	?	2%	-10%	1%	0%	7%	2%	4%	2%	.
COc1ccc(S(=O)(=O)N2CCCC2CNC(=O)C(=O)NCc2ccccn2)cc1 (stereo not drawn)	.	.	5%	3%	.	8%	12%	.	-1%	-4%	11%
O=C(N=C1SC2CS(=O)(=O)CC2N1c1ccccc1C(F)(F)F)C1CCCO1 (stereo not drawn)	-1%	5%	0%	-2%	9%	1%	0%	-1%	4%	1%	17%
c1ccc(CNCCC(Cc2ccccc2)c2ccco2)cc1 (stereo not drawn)	-10%	-4%	0%	-2%	0%	-3%	-48%	-2%	0%	-2%	-3%
COc1ccc(NC(=O)CSc2ccc(-c3cccnc3)nn2)cc1	?	2%	2%	4%	-6%	-12%	-16%	11%	10%	-7%	-1%
COc1ccc(CCNC(=O)[C@@H](NC(N)=O)C(C)C)cc1	11%	-6%	-2%	3%	-5%	0%	6%	-3%	-5%	-1%	?
CC(=O)Nc1ccc(NC(=O)CSc2ccc3nnc(-c4cccnc4)n3n2)cc1	-2%	-7%	4%	-7%	1%	0%	6%	-2%	6%	-1%	-6%
COc1ccc(NC(=O)[C@H](C)NC(=O)C2CCN(S(=O)(=O)c3ccc(C)cc3)CC2)cc1	1%	1%	21%	-1%	4%	2%	-9%	2%	0%	0%	-3%
COc1ccc(Cl)cc1NC(=S)NCc1cccs1	-6%	10µM*	3%	7%	?	-2%	0%	-5%	0%	-6%	-1%
COc1ccc(CNC(=O)CN2C(=O)NC(C)(c3cccc4ccccc34)C2=O)cc1OC (stereo not drawn)	31%	7%	-2%	-8%	-1%	0%	0%	-4%	0%	-6%	1%
COc1ccc(C(=O)Nn2c(C)ccc2C)cc1OC	0%	-21%	-4%	-11%	-6%	1%	-25%	4%	-2%	2%	4%
O=C(NC(=S)N1CCCCCC1)c1ccccc1	-1%	1.4µM*	-3%	-9%	1.8µM*	0%	-3%	4%	-1%	1%	1%
COC(=O)c1cc(CNC(=O)C(C)NS(=O)(=O)c2ccc(C)c(C)c2)ccc1OC (stereo not drawn)	-1%	15%	-2%	-1%	-3%	1%	-16%	-5%	-4%	-3%	4%
COc1ccc(N(C(=O)c2ccn[nH]2)C(C(=O)NC2CCCC2)c2ccc(F)cc2)cc1 (stereo not drawn)	8%	-1%	2%	0%	19%	0%	-2%	-2%	-7%	-4%	-2%
CN(C)c1ccc(NC(=O)CCn2c(=S)oc3ccccc32)cc1	-9%	26%	13%	23%	-2%	4.3µM*	86%	-1%	17%	16%	8%
O=C(Nc1ccc(Cl)cc1)OC(CN1CCCCC1)C(F)(F)F (stereo not drawn)	3%	36%	-8%	-4%	5%	-14%	-5%	-8%	-8%	-1%	9%
CC(=O)OCn1ncc(N2CCOCC2)c(Br)c1=O	4%	-1%	0%	3%	-8%	6%	-16%	4%	-4%[1.84 µM]	1%	-2%
COc1cccc(-n2c(Cc3cc(=O)[nH]c(=O)[nH]3)nnc2SCC(=O)N2CCCCCC2)c1	3%	2%	-4%	-5%	1%	1%	-6%	9%	-24%	1%	-3%
